# Assay outcomes as filed in PubChem BioAssay.
# TRHR ag = activates the human TRH receptor; P34981; TRHR cells, calcium flux fluo-8, FDSS agonist mode; activation, % at 2 µM; 0.18% of 360,000 active; AID 493084; in the data active = activation above about 30%; also: 0% is about no effect
#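 In this calcium-flux screen, cells bearing human TRHR are dye-loaded with fluo-8, baselined for 10 cycles, then exposed to library compounds; positive kinetic calcium responses during the agonist phase mark hits, with TRH as control.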
# USP1 inh = blocks the human USP1/UAF1 deubiquitinase complex; Potency, µM (titrated, usually from 57.1 µM), without a hit: top-dose activity change, negative = inhibition, usual class: inhibitors; O94782; recombinant USP1/UAF1, Ub-Rhodamine cleavage fluorescence; 0.23% of 390,000 active; also: potency is read from the fitted curve at half-maximal effect; % is scaled to controls: 0 for no effect and ±100 for the full control effect; nearly all actives have a fitted effect of over 60% in size; inactives centre near -12
#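 In this screen, compounds sit with the deubiquitinase complex (1nM) for 15 min at room temperature before Ub-Rho is added at 150nM final. Fluorescence rise is then followed for 6 reads every 60 seconds.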
# D2 antag = antagonizes the human D2 dopamine receptor. P14416. HEK293 TREx D2 cells, calcium flux, dopamine EC80. inhibition, % at 10 µM. 2% of 340,000 active; in the data active = inhibition above about 30%; also: 0% is about no effect
# Target sequence (P14416 whole entry, looked up): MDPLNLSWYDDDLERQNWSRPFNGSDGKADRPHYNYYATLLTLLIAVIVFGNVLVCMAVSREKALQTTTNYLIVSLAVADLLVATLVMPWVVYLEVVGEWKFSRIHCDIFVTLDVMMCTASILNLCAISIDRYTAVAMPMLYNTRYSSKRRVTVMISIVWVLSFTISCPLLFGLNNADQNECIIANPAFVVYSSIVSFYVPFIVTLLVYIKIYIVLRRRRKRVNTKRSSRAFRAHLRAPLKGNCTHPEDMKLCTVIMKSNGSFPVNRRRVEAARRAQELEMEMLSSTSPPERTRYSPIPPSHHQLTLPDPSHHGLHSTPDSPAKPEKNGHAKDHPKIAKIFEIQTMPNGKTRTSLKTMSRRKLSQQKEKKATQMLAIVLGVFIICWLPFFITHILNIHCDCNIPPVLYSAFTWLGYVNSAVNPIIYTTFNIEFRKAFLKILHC
#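 Calcium mobilization kinetics were recorded at 1 s intervals in tetracycline-induced HEK293 T-REx D2 cells, first for 180 s after compound addition and then 180 s after EC80 dopamine.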
# mIDH1 inhibitor = blocks human mutant IDH1 R132H enzyme. O75874. IDH1-R132H enzyme, NADPH consumption, diaphorase/resazurin fluorescence. Potency, µM (series often up to 76.6 µM), for the others: top-dose activity change, negative = inhibition, most hits filed as inhibitors. 0.093% of 390,000 active; also: potency is read from the fitted curve at half-maximal effect; % is scaled to controls: 0 for no effect and ±100 for the full control effect; nearly all actives have a fitted effect of over 65% in size
# Target sequence (O75874 whole entry R132H, stated change not applied): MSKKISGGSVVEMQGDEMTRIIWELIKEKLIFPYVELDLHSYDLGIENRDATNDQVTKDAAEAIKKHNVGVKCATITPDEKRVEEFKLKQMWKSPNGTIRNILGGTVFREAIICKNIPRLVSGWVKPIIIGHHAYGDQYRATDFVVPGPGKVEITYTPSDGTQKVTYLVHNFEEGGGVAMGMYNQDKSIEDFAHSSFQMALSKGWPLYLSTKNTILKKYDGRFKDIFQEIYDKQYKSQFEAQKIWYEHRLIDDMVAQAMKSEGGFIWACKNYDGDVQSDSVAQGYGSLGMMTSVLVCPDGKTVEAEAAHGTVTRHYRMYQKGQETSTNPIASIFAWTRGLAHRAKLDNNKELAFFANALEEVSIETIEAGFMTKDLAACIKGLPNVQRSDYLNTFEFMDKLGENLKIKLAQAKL
#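 IDH1-R132H (0.5 ug/mL dispensed) in pH 7.5 Tris buffer was preincubated 30 min with compound, then given a substrate mix of 0.016 mM NADPH and 2 mM alpha-KG for 80 min at room temperature; remaining NADPH was read by diaphorase/resazurin fluorescence.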
# TrxR1 substrate = substrates of rat thioredoxin reductase 1 | purified TrxR1 substrate turnover, NADPH consumption readout | Potency, µM (titrated, usually from 114 µM), for the others: top-dose activity change, negative = substrate turnover | AID 588456 | 0.01% of 390,000 active | O89049; also: potency is read from the fitted curve at half-maximal effect; % is scaled to controls: 0 for no effect and ±100 for the full control effect; nearly all actives have a fitted effect of over 50% in size
#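 Rat TrxR1, dispensed at 90 nM, was prereduced with 400 uM NADPH (final) for 5 min at ~22 deg C, then incubated with compound 15 min before 400 uM selenite. A first-read NADPH fluorescence drop versus no-compound background flagged substrates.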
# Pin1 inh = inhibitors of human Pin1; Pin1 FP peptide displacement, HiFluor488, 10 min; Potency, µM (top dose mostly 115 µM), inactives show at the top dose activity, negative = inhibition, hits mostly inhibitors; 0.009% of 390,000 active; AID 504891; active = well fitted inhibition curve with a large enough effect in the polarisation, with a control signal flat, not every such curve was filed as active; inconclusive = small, poorly fitted or top-dose-only effect, or effect the other way, or a change in a side signal; inactive = no such curve, though single readings can be large or run the other way; the % refers to the polarisation; also: potency is read from the fitted curve at half-maximal effect; % is scaled to controls: 0 for no effect and ±100 for the full control effect
# Target sequence (Q13526 whole entry, looked up): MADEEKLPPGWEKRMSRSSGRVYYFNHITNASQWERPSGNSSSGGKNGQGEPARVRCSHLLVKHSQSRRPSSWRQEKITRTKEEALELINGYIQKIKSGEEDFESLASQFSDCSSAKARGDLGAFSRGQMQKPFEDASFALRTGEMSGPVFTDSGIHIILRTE
# D2 ag = D2 dopamine receptor (human) agonism. P14416. HEK293 T-REx D2 cells, calcium flux agonist mode. activation, % at 2 µM. 0.53% of 340,000 active. AID 485358;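 active = activation over 3 SD above normal in the single-dose calcium agonist read, cut at about 30% in these data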; also: 0% is about no effect
#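 Agonism is scored from calcium flux in a force-coupled, inducible HEK293 cell line expressing D2, read kinetically for 180 s after compound addition against dopamine controls.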
# TrxR1 inh = inhibitors of rat thioredoxin reductase 1 | 1% of 390,000 active | Potency, µM (highest dose often 114 µM), without a hit: at the highest dose activity change, negative = inhibition, hits mostly inhibitors | O89049 | recombinant rTrxR1, NADPH fluorescence consumption, selenite substrate | AID 588453; also: potency is read from the fitted curve at half-maximal effect; % is scaled to controls: 0 for no effect and ±100 for the full control effect; nearly all actives have a fitted effect of over 65% in size
#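 Rat TrxR1 (90 nM in the dispensed reagent) was pre-reduced with 400 uM NADPH for 5 min at room temperature, then incubated with compound for 15 min. After 400 uM selenite was added, NADPH fluorescence (Ex 340/Em 450 nm) was followed for 8 min.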
# TRHR enhancer = TRH receptor (human) allosteric enhancement; TRHR cells, fluo-8 calcium fluorescence, EC20 TRH enhancement; enhancement, % at 2 µM; 0.66% of 360,000 active; AID 493056; in the data active = enhancement above about 30%; also: 0% is about no effect
#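 Enhancer read-out: after compound pinning and an initial kinetic agonist-mode read, an EC20 of TRH (10 nM final) was injected and fluo-8 calcium signal (Ex 480/Em 530) followed at 1 s/cycle for 100 cycles in TRHR-expressing cells.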
# Numbers without * were called inactive; ? = inconclusive; nt = not tested or not shown; & = joins results of further samples; [ ] = remark or other dose. Unless noted, calls follow the shape of the dose curve; as a rule, active = well fitted inhibition curve with a large enough effect; inconclusive = small, poorly fitted or top-dose-only effect; inactive = no such curve, though single readings can be large or run the other way. This is a subset, so the mix of outcomes need not match the whole.
SMILES,TRHR ag,USP1 inh,D2 antag,mIDH1 inhibitor,TrxR1 substrate,Pin1 inh,D2 ag,TrxR1 inh,TRHR enhancer
COc1c([N+](=O)[O-])cc(C(=O)NNC(=O)c2ccc(C)cc2)cc1[N+](=O)[O-],0.0,-10%,3,-17%,-16%,-6%,1.3,-20%,0
COc1cccc(C(=O)NCCS(=O)(=O)N(C)Cc2ccccc2)c1,-0.2,0%,nt,-2%,-8%,-4%,nt,-1%,2
COc1ccccc1NS(=O)(=O)c1ccc(N/N=C/c2ccccc2OCC(=O)O)c([N+](=O)[O-])c1,-0.4,-11%,-2,-10%,-14%,nt,-1.2,-12%,-3
O=C(CSC1CCCCC1)N1CCN(c2ccccc2)CC1,1.8,3%,-3,2%,-1%,7%,0.8,-9%,1
COc1ccc(S(=O)(=O)NCC(c2ccco2)N2CCOCC2)cc1 (stereo not drawn),-0.6&-1.1,-12%&-8%,nt,5%&7%,-4%,-2%&-8%,0.5,-6%,2&1
Cc1ccccc1OCC(=O)OCc1cc(=O)n2ccsc2n1,0.0,-11%,nt,-7%,4%[57.1 µM],0%,-0.4,4%[57.1 µM],-1
COc1ccc(Cl)cc1NC(=O)CN(C)S(=O)(=O)c1ccc2c(c1)CCCN2C(C)=O,-1.1,?,nt,10%,-1%[57.1 µM],-5%,-1.6,7%[57.1 µM],-2
CCc1ccc(NC(=O)CSc2nnc(C)c(=O)n2N)cc1,-0.3,-12%,-6,-8%,1%,0%,0.1,22%,0
COCc1c(C(=O)OCC(=O)N(C)C2CCS(=O)(=O)C2)oc2ccccc12 (stereo not drawn),0.1,-18%,13,-6%,18%,-3%,-0.2,31%,-1
COc1cc(Cl)c(C)cc1NC(=O)CSC,-0.2,-19%,-10,2%,6%[57.1 µM],1%,-1.0,9%[57.1 µM],3
COc1ccccc1NC(=O)C(C)n1cnc2c(oc3nc4c(cc32)CCCC4)c1=O (stereo not drawn),-0.1,-27%,0,-6%,-11%,2%,0.1,-6%,13
Cc1cc(C)cc(-c2nnc(SCC(=O)NC3CC3)o2)c1,-0.6,-22%,6,2%,7%,3%,-2.3,26%,0
Cc1cccc(NC(=O)Nc2cccc(F)c2)n1,0.2,-5%,3,-4%,0%,8%,-0.7,8%,-3
COc1ccc(CC(=O)Nc2ccc(-c3cn4ccccc4n3)cc2)cc1OC,-0.1,1%,-1,3%,40%[activator],?,0.5,34%[activator],-2
CC(=O)c1ccc(NC(=O)C2=CC(c3cccs3)=NS(=O)(=O)N2C)cc1,-0.3&-0.4,?,23,-1%&-11%,-2%&-8%,-10%&6%,-0.3&-0.3,6%&-1%,-5&2
Cc1c(C=O)c2ccccn2c1C(=O)c1ccc(Cl)c([N+](=O)[O-])c1,-0.2,-2%,4,-8%,-7%[57.1 µM],-3%,1.0,11%[57.1 µM],0
O=C(N/N=C/c1c(F)cccc1Cl)C1CC1,-0.5,-13%,1,-4%,-10%,0%,-0.7,-8%,-1
O=C(CSc1nnc(NC(=O)C2CC2)s1)NCc1ccco1,0.5,-16%,-7,3%,-1%,6%,0.0,-8%,-1
Cn1c(SCC(=O)OCc2ccccc2)nnc1-c1ccco1,0.2,-12%,10,11%,15%[57.1 µM],10%,0.4,?,6
O=C(CNC(=O)Cc1ccc(Cl)cc1)NCC(=O)N1CCCCC1,0.0,-28%,17,1%,10%,-3%,0.9,35%,-1
N#Cc1c(/N=C/c2ccco2)sc2c1CCC2,-0.3,-17%,-3,-2%,-2%,3%,0.0,-19%,9
CCOC(=O)c1ccc(NC(=O)c2c(NC(C)=O)sc3c2CCC(C)C3)cc1 (stereo not drawn),-0.2,-12%,nt,0%,17%,2%,nt,41%[activator],-3
Cc1ccc(NC(=O)CCNS(=O)(=O)c2ccc3c(c2)CCC(=O)N3)cc1C,0.5,-4%,-11,5%,-8%,-2%,-0.4,-24%,1
O=C(COC(=O)c1cc(S(=O)(=O)N2CCOCC2)ccc1Cl)NCCc1ccccc1,0.1,-19%,-4,0%,4%,-1%,-0.2,12%,1
Cc1cc(NC(=O)CSc2nnnn2C)n(-c2ccccc2)n1,0.5,-4%,3,0%,13%[57.1 µM],4%,-1.3,16%[57.1 µM],14
CS(=O)(=O)N(CC(=O)Nc1ccc(S(=O)(=O)N2CCOCC2)cc1)c1cccc(F)c1,1.1,1%,-13,-6%,-4%,3%,0.3,4%,-2
Cc1ccc(CSc2nc3ccccc3c(=O)n2Cc2ccco2)cc1,3.2,-4%,-8,2%,8%[57.1 µM],13%,1.3,-18%,-3
O=S(=O)(c1ccc(=S)[nH]c1)N1CCOCC1,0.2,-18%,9,0%,-2%,-5%,0.4,?,-5
Cc1c(NC(=O)CSCc2ccc(Br)cc2)c(=O)n(-c2ccccc2)n1C,-1.1,-26%,42*,-1%,-4%,2%,0.3,-1%,3
CC(CCc1ccc(O)cc1)NC(c1ccccc1)c1ccc(Cl)cc1 (stereo not drawn),0.1,-24%,-14,3%,3%,?,0.7,24%,-9
Cc1cc(C(=O)COc2cccc([N+](=O)[O-])c2)c(C)n1C1CC1,-3.2,-19%,13,7%,-2%,1%,-1.5,-1%,-10
CC(=O)c1cccc(N(CC(=O)NC2CCCC2)C(=O)CNC(=O)c2cccs2)c1,0.0,-1%,-10,27%,11%[0.0914 µM],-1%,1.3,22%[0.0914 µM],-3
COc1ccc(OC)c(CC2C(=O)Nc3ccc(Br)cc32)c1 (stereo not drawn),1.0,-3%,nt,61%[activator],-3%,-11%,0.4,15%,-4
CC(C)(C)c1cc(CN2CCOCC2)c(C(=O)O)o1,0.6,-4%,-3,2%,0%,-1%,-0.8,6%[57.1 µM],0
O=C(COc1ccccc1)Nc1ccc(F)cc1,nt,-4%,nt,-6%,-1%,-2%,nt,14%,nt
COc1cc2c(cc1NC(=O)COc1ccc(Br)cc1C)oc1ccccc12,-0.3,4%,nt,16%,18%,-7%,0.5,40%[activator],3
COc1ccc(CC(=O)Nc2cc(C)ccn2)cc1OC,nt,-5%,nt,2%,-5%[57.1 µM],9%,nt,-8%[57.1 µM],nt
COc1ccc(Cl)cc1NC(=O)Cn1nnc2sc(-c3ccccc3)cc2c1=O,0.5,6%,nt,nt,1%,47%[activator],0.1,-15%,-3
COC(=O)c1ccc(-c2sc3nc(N4CCOCC4)c4c(c3c2N)CCCC4)o1,13,-9%,1,2%,16%[57.1 µM],10%,8.4,3%[57.1 µM],8
CCCN1CCN(C(=S)Nc2ccc(S(N)(=O)=O)cc2)CC1,0.3,-22%,7,-11%,2%[57.1 µM],-1%,-0.3,-1%[57.1 µM],-9
COc1ccccc1CCNC(=O)c1cccn1-c1nnc(N2CCCC2)s1,-0.5,-7%,nt,4%,-1%[57.1 µM],11%,0.0,11%[57.1 µM],-2
Cc1cccn2c(=O)c3cc(C(=O)NC4CCS(=O)(=O)C4)n(Cc4ccccc4)c3nc12 (stereo not drawn),-0.7,-18%,nt,3%,100%[activator],-3%,nt,27%,-8
Cc1ccc(-c2nc(-c3ccccc3)no2)c(Cl)c1,0.5,-21%,-2,-7%,-5%,0%,-0.6,-2%,1
O=C1NNC(c2ccccc2)=N/C1=C\c1ccco1,0.9,-18%,-4,8%,-2%,-2%,1.3,-35%,-5
Cc1ccc2c(CC(=O)OCc3csc(C)n3)coc2c1,-0.3,-5%,7,0%,-9%,0%,0.6,-10%,3
CCOc1nc(N2CCCCC2)nc(-n2cc(-c3ccccc3)nn2)n1,-0.9,-16%,18,4%,6%,4%,-0.8,13%,-5
Cc1ccc(NC(=O)c2cc(S(=O)(=O)Nc3ccc(C)cc3)cs2)cc1,nt,-5%,nt,8%,-17%,-4%,nt,-16%,nt
CC(C)C(=O)Nc1nnc(SCc2cccc(F)c2)s1,1.6,-22%,-11,-10%,-4%,?,-0.6,23%,-1

# Part of the list above, with values under each structure:
# Fields – TRHR ag | USP1 inh | D2 antag | mIDH1 inhibitor | TrxR1 substrate | Pin1 inh | D2 ag | TrxR1 inh | TRHR enhancer
COC(=O)c1ccc(-c2sc3nc(N4CCOCC4)c4c(c3c2N)CCCC4)o1
→ 13 | -9% | 1 | 2% | 16%[57.1 µM] | 10% | 8.4 | 3%[57.1 µM] | 8
CCCN1CCN(C(=S)Nc2ccc(S(N)(=O)=O)cc2)CC1
→ 0.3 | -22% | 7 | -11% | 2%[57.1 µM] | -1% | -0.3 | -1%[57.1 µM] | -9

# Further records follow:
SMILES,TRHR ag,USP1 inh,D2 antag,mIDH1 inhibitor,TrxR1 substrate,Pin1 inh,D2 ag,TrxR1 inh,TRHR enhancer
Cc1ccccc1NC(=O)COC(=O)c1cc[n+]([O-])cc1,0.3,0%,-12,5%,3%,4%,-0.2,5%,-2
O=C(c1ccc(Cl)cc1)N(Cc1ccc(Br)cc1)N1C(=O)CCC1=O,0.8,-4%,-4,0%,3%[57.1 µM],-2%,0.0,13%[57.1 µM],-4
Cc1cccc(CN2CCN(C(C)C(=O)NC(C)c3ccccc3)CC2)c1 (stereo not drawn),-0.3,-23%,-8,-11%,-7%,4%,-0.2,-14%,-8
CCOc1ccc(CCNC(=O)CCc2c(C)nc3c(c(C)nn3-c3ccccc3)c2C)cc1OCC,0.8,-14%,nt,13%,43%[activator],0%,-0.1,33%,-3
Cc1ccc(N(C(=O)Cc2c[nH]c3ccccc23)C(C(=O)NC2CCCCC2)c2ccco2)cc1 (stereo not drawn),1.2,-20%,nt,?,-5%,6%,nt,-9%,5
COc1ccc(CNC(=O)C2CCC(CNc3c(N4CCCCC4)c(=O)c3=O)CC2)cc1 (stereo not drawn),0.1,-10%,-5,-5%,-4%,0%,0.6,9%,-10
O=C1c2ccccc2C(=O)N1CCN1CCOCC1,0.2,-5%,13,12%,11%,-1%,1.0,10%,-1
COC(=O)/C=C1\N/C(=N\c2nc(C)cc(C)n2)N(c2ccc(C)cc2)C1=O,-0.8,-5%,-1,-1%,-11%,14%,0.5,-9%,23
Cc1cc(C)cc(C(=O)NC(CC(N)=O)c2ccc(NC3CCCCC3)c([N+](=O)[O-])c2)c1 (stereo not drawn),0.0,-3%,-2,-6%,10%[57.1 µM],5%,0.9,17%[57.1 µM],2
